Screening data (PubChem BioAssay)
POLH inh: inhibitors of human DNA polymerase eta. Potency, µM (titrated, usually from 114 µM), without a hit: top-dose activity change, negative = inhibition, hits mostly inhibitors. Q9Y253. recombinant Pol eta, fluorescent DNA replication assay. 390,000 compounds, 1.2% hits; further: on the % scale 0 is the no-effect control and ±100 the full control effect
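Fluorescent replication assay: 50 nM final substrate added after a 15 min room-temperature compound preincubation with 10 nM enzyme. Signal taken at 0 min and again at 10 min.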
JMJD2A Tudor: blocks the human JMJD2A Tudor domain; O75164; AlphaScreen JMJD2A-Tudor / H3K4me3 peptide binding; Potency, µM (series often up to 114 µM), inactives show at the highest dose activity change, negative = inhibition, hits mostly inhibitors; 390,000 compounds, 4.4% hits; AID 504339; further: on the % scale 0 is the no-effect control and ±100 the full control effect; nearly all actives have a fitted effect of over 50% in size
BLM inh: Bloom syndrome helicase (human) inhibition | Potency, µM (doses to about 56.1 µM), inactives show at the highest dose activity change, negative = inhibition, usual class: inhibitors | P54132 | recombinant BLM DNA unwinding, fluorescence dequenching | 350,000 compounds, 0.2% hits;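 further: plate controls were vehicle for no effect and no enzyme for full effect; nearly all actives have a fitted effect of over 35% in size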
Target sequence (P54132 whole entry, looked up): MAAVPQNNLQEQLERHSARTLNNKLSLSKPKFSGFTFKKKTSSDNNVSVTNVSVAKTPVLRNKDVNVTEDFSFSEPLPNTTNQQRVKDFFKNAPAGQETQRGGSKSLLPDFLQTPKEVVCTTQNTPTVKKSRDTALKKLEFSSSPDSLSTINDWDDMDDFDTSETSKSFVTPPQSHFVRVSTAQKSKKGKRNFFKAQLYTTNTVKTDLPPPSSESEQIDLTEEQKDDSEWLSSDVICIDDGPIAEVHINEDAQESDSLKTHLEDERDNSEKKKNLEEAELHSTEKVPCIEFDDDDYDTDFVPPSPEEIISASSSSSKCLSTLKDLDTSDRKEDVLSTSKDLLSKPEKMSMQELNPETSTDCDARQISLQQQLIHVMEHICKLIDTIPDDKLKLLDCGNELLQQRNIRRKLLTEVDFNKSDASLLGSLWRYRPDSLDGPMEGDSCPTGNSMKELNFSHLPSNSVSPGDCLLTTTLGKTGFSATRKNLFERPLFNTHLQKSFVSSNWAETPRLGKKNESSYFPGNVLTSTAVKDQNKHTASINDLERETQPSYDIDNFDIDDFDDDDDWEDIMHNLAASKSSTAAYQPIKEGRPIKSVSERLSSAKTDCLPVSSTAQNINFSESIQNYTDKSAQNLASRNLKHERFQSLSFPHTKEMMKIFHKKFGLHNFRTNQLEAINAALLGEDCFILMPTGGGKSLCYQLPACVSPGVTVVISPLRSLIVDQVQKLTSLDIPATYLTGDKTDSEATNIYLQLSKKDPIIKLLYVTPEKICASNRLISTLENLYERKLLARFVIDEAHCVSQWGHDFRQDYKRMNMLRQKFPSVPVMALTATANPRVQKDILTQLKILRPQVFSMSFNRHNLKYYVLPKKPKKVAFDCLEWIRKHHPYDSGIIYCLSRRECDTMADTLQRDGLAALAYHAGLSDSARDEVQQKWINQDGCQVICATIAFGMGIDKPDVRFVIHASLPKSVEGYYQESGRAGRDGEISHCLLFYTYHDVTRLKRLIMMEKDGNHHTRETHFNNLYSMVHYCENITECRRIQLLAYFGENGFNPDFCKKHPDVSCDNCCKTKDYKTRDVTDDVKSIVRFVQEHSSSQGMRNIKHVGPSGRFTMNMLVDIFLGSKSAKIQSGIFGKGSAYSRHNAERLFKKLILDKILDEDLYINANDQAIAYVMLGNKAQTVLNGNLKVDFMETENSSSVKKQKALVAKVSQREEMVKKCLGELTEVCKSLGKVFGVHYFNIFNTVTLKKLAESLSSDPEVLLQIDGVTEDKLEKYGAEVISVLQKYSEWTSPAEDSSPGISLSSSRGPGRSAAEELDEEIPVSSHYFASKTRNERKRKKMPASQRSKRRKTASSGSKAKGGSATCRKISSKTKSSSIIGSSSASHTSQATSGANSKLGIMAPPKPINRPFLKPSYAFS
BAZ2B block: blocks human BAZ2B; Q9UIF8; AlphaScreen BAZ2B-H3K14Ac peptide displacement; Potency, µM (highest dose often 114 µM), without a hit: at the top dose activity change, negative = inhibition, usual class: inhibitors; 360,000 compounds, 4.4% hits; further: on the % scale 0 is the no-effect control and ±100 the full control effect; nearly all actives have a fitted effect of over 60% in size
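AlphaScreen displacement: compounds (up to 110uM) incubated 30 min at room temperature with a preformed 50 nM BAZ2B/50 nM biotinylated H3K14Ac peptide complex in PBS pH 7.4 with Tween-20. Donor and acceptor beads at 10 ug/mL final added, 20 min light-protected before reading.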
Pol beta inh: inhibitors of human DNA polymerase beta; Potency, µM (highest dose often 114 µM), without a hit: at the top dose activity change, negative = inhibition, hits mostly inhibitors; Pol beta primer extension/strand displacement, fluorescence kinetic; P06746; 340,000 compounds, 1.3% hits; further: on the % scale 0 is the no-effect control and ±100 the full control effect
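Pol beta (10 nM) and compounds were preincubated 15 min at room temperature, then 50 nM substrate (final) started primer extension/strand displacement. Reads were taken at 0 and 10 min; concentration-response data were fitted to a four-parameter Hill equation.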
Pol iota inh: inhibitors of human DNA polymerase iota; Pol iota fluorescent replication assay, 10 min; Potency, µM (highest dose often 115 µM), for the others: at the highest dose activity, negative = inhibition, hits mostly inhibitors; AID 588590; 390,000 compounds, 1% hits; Q9UNA4
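Pol iota at 10 nM preincubated 15 min with compounds at room temperature; reaction started with fluorescent substrate, 50 nM final. Fluorescence read kinetically at 0 and 10 min; buffer-only wells as negative control.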
G9a inh: blocks human histone lysine methyltransferase G9a; Q96KQ7; G9a H3K9 monomethylation, AlphaScreen, 2 h; Potency, µM (series often up to 102 µM), without a hit: at the top dose activity, negative = inhibition, usual class: inhibitors; 350,000 compounds, 8.8% hits; AID 504332; further: on the % scale 0 is the no-effect control and ±100 the full control effect; nearly all actives have a fitted effect of over 75% in size
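AlphaScreen read-out: biotin-H3K9 peptide (500 nM) methylation by 20 nM enzyme with 20 uM SAM, 2 h at room temperature after 15 min compound preincubation; anti-monomethyl H3K9 antibody plus donor/acceptor beads, 10 min dark.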
Pol kappa inh: inhibitors of human DNA polymerase kappa | Q9UBT6 | purified Pol kappa, fluorescent DNA synthesis assay, 10 min | Potency, µM (doses to about 107 µM), for inactives: at the top dose activity, negative = inhibition, usual class: inhibitors | 400,000 compounds, 0.53% hits | AID 588579; further: on the % scale 0 is the no-effect control and ±100 the full control effect
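10 nM Pol kappa was preincubated with compounds for 15 min at room temperature. Reaction started with 50 nM (final) substrate. Fluorescence read kinetically at 0 and 10 min.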
APEX1 inh: blocks human APE1 abasic DNA cleavage | 350,000 compounds, 0.35% hits | P27695 | recombinant APE1, TAMRA/BHQ-2 abasic DNA cleavage fluorescence | Potency, µM (titrated, usually from 65.8 µM), for inactives: at the top dose activity change, negative = inhibition, most hits filed as inhibitors;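 further: plate controls were vehicle for no effect and reference inhibitor for full effect; nearly all actives have a fitted effect of over 55% in size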
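Readout is kinetic fluorescence (ex 525, em 598 nm) from cleavage of 50 nM TAMRA/BHQ-2 THF abasic duplex by 0.75 nM APE1, compound added 15 min beforehand at RT.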
* = called active by the depositor; ? = inconclusive; . = not tested or not shown; [ ] = another dose, or the depositor's remark. The call rests on the fitted dose curve; in most records, active means well fitted curve in the direction sought with a large enough effect; inconclusive means small, poorly fitted or top-dose-only effect, or another doubt; inactive means no such curve, though single readings can be large; an effect the other way counts as inactive or inconclusive. Potency means the concentration at half of the fitted maximal effect. A portion of the library, so the mix of outcomes need not match the whole.

Values in the order: G9a inh | APEX1 inh | BAZ2B block | POLH inh | BLM inh | Pol kappa inh | Pol beta inh | Pol iota inh | JMJD2A Tudor
1. C#CCOCCOCCOCCNc1nc(N2CCN(C(=O)[C@H]([C@@H](C)CC)n3cc([C@@H](N)CO)nn3)CC2)nc(N2CCN(C(=O)[C@H]([C@@H](C)CC)n3cc([C@@H](N)CC(C)C)nn3)CC2)n1
  -29%[12.7 µM] | 3% | 50µM* | -17% | 0% | 5% | 16% | ? | 50µM*
2. CCCc1cc(=O)[nH]c(SCC(=O)NCC2COc3ccccc3O2)n1 (configuration not stated)
  -3%[12.7 µM] | 26% | 4% | 1% | . | -7% | . | -6% | -12%
3. CCc1nnc(NC(=O)CC(CN(C)S(=O)(=O)c2ccccc2)c2ccccc2)s1 (configuration not stated)
  ? | 0% | -4% | -5% | -3% | -1% | -1% | -14% | -27%
4. C=CCNC(=O)CC12CC3CC(C1)CC(CC(=O)NCC=C)(C3)C2
  -7% | 1% | -15% | -11% | 1% | -4% | -18% | 73%[activator] | -1%
5. Cc1ccc(NC(=O)CSCc2cnn(-c3ccccc3)c2-n2cccc2)c(C)c1
  -49%[59 µM] | . | -8% | . | -12% | -10% | 9% | 4% | -9%
6. COCCCNc1nc2ccccc2nc1NS(=O)(=O)c1ccccc1
  ? | 3% | ? | -11% | -3% | 0% | 19% | 94%[activator] | -8%[11.4 µM]
7. O=C1c2cccnc2C(=O)N1Cc1ccc(S(=O)(=O)NCc2ccco2)s1
  3% | 74%[activator] | 79µM* | -7% | -3% | 4% | -13% | 17% | -35%
8. COCCOc1cc(NC(=O)c2ccccc2)c(Cl)cc1Cl
  12% | -2% | 0% | -20% | -1% | -2% | -2% | 67%[activator] | 8%
9. Cc1onc(-c2ccccc2Cl)c1C(=O)OCC(=O)N1CCCCC1
  . | 3% | . | -10% | . | -6% | . | -14% | -33%
10. Cc1nn(-c2ccccc2)c(OC(=O)c2ccc(Cl)cc2)c1S(=O)(=O)c1ccccc1
  ? | . | -30% | -12% | 4% | 9% | 20% | 23% | -24%
11. COc1ccc(NC(=O)COC(=O)[C@@H]2CCCN2C(=O)c2cccs2)cc1
  18%[59 µM] | 2% | 5% | -13% | -2% | -7% | 6% | 22% | 33%
12. O=C(NCCO)c1cccc(Cl)c1
  0% | 1% | 3% | -6% | -2% | -2% | 1% | 15% | -5%
13. Cc1nn(-c2ccccc2)c(Cl)c1/C=N/NC(=O)CCNc1n[nH]c(=O)[nH]c1=O
  5% | 4% | -12% | -22% | 0% | -9% | 8% | 25% | -8%
14. CCOC(=O)N/N=C\c1cccc(OC)c1
  30%[0.501 µM] | -9% | 9% | -1% | -1% | 1% | -1% | 0% | ?
15. CCOc1ccc(NC(=O)CCc2nnc3ccc(N4CCN(C)CC4)nn23)cc1
  . | -15% | -3% | 8% | -10% | -21% | 3% | 22% | -6%
16. CCS(=O)(=O)C1=NSC2=NC(=O)/C(=C\c3ccc(OS(=O)(=O)c4ccccc4)cc3)C(=N)N21
  40µM* | -31% | 56µM* | 20µM* | -17% | -17% | 1% | ? | 45µM*
17. O=S(=O)(Nc1cccnc1)c1cccnc1
  . | . | . | -4% | . | -12% | . | -3% | -17%
18. COc1ccc(C2SC[C@@H](C(=O)O)N2C(C)=O)cc1 (some centres not stated)
  19%[0.501 µM] | -3% | ? | -7% | -3% | 7% | 43%[activator] | 0% | -17%
19. COC(=O)c1ccc(OC(=O)CCN2C(=O)C3C4c5ccccc5C(c5ccccc54)C3C2=O)cc1 (configuration not stated)
  5%[59 µM] | -3% | -4% | -25% | -3% | -19% | -2% | 28% | -11%
20. COC(=O)c1c(NC(=O)C2c3ccccc3Oc3ccccc32)sc2c1CCC(C)C2 (configuration not stated)
  -14%[59 µM] | . | -3% | -19% | -7% | -11% | 11% | -21% | -14%

The list continues:
Values in the order: G9a inh | APEX1 inh | BAZ2B block | POLH inh | BLM inh | Pol kappa inh | Pol beta inh | Pol iota inh | JMJD2A Tudor
21. COC(=O)CCc1c(C)c(C(=O)c2cc(OC)c(OC)c(OC)c2)c2ccccn12
  5%[2.33 µM] | -6% | ? | -9% | 5% | -15% | 5% | 6% | -24%
22. Nn1c(SCC(=O)NCC2CCCO2)nnc1-c1ccc(OC(F)F)cc1 (configuration not stated)
  -28% | 2% | 9% | 0% | . | -3% | . | -23% | -2%
23. COc1ccc([C@@H]2CC=C(C(=O)O)[C@H](c3ccc(C)cc3)N2S(=O)(=O)c2ccccc2C)cc1
  . | 7% | . | 2% | . | -14% | . | 6% | -20%
24. O=C(Nc1ccc([N+](=O)[O-])cn1)C1CC1
  ? | -1% | -7% | -12% | 2% | 0% | 31% | 96%[activator] | 4%
25. Cc1cccc(C)c1N(CC(=O)N(C)Cc1ccccc1)S(C)(=O)=O
  9%[0.501 µM] | 49%[activator] | -17% | -18% | -6% | -1% | -1% | 34%[activator] | 6%
26. COc1ccccc1Nc1nnc(SCc2cc(=O)n3ccsc3n2)s1
  ? | 19% | -17% | -21% | -11% | -15% | ? | 22% | -23%
27. CC(=O)Nc1ccc2oc(-c3ccccc3Br)nc2c1
  -33%[59 µM] | 7% | -9% | -16% | -3% | 7% | -13% | 35%[activator] | -10%
28. Cc1ccccc1N1CCN(CC(=O)Nc2nc(C)c(C(=O)N(C)C)s2)CC1
  11%[59 µM] | 34% | -18% | -13% | -9% | -4% | -3% | 108%[activator] | ?
29. Cc1cc(Nc2ccccc2C(=O)O)n(-c2ccc([N+](=O)[O-])cc2)n1
  -3%[59 µM] | -5% | -26% | -5% | -3% | ? | -26% | 4% | -17%
30. CCOC(=O)c1ccc(NC(=O)CSc2nc(NC(=O)c3ccccc3)c3c(C)c(C)oc3n2)cc1
  46%[activator] | ? | -5% | 2% | -6% | -17% | 22% | 78%[activator] | -19%
31. C/C(=N\OC(=O)Nc1ccccc1)c1cnn(-c2cc(C(F)(F)F)cc(C)n2)c1C
  12%[59 µM] | -2% | 1% | -22% | -7% | 10% | -9% | -11% | -8%
32. CCOc1cc(/C=N/NC(=O)c2ccc(=O)n(C)c2)ccc1O
  . | -9% | -8% | -28% | -6% | -2% | -2% | 78%[activator] | 0%
33. C#Cc1ccc([C@H]2C=C(C(=O)NC3CC3)O[C@@H](OCC)[C@@H]2CCCO)cc1
  5%[12.7 µM] | -2% | -5% | -2% | -6% | 9% | 9% | -1% | -1%
34. O=S(=O)(N/N=C\c1ccc(-c2ccccc2Cl)o1)c1ccccc1
  7.9µM* | 7% | ? | -16% | -8% | -8% | -1% | -9% | -36%
35. O=C(COC(=O)CCc1nc2ccccc2s1)Nc1ccc(S(=O)(=O)N2CCOCC2)cc1
  56µM* | -3% | -3% | 4% | -3% | -10% | 9% | -2% | -16%
36. COc1cc2c(cc1OC)C1C(=O)c3cc(OS(C)(=O)=O)c(OC)cc3C1N(C)C2=O (configuration not stated)
  . | . | . | -19% | . | -5% | . | 1% | -17%
37. CCOC(=O)c1c(C2CC2)csc1NC(=O)COC(=O)c1cc(OC)c(OC)cc1[N+](=O)[O-]
  -8%[59 µM] | 4% | -11% | -18% | 2% | 1% | -1% | 7% | -23%
38. CCCN(CCC)C(=O)c1ccc2c(c1)S(=O)(=O)c1ccccc1C2=O
  79µM* | 23% | -33% | -14% | -2% | -12% | 12% | 4% | ?
39. COC(=O)c1cc(Br)c(=O)n(CCN(C(C)C)C(C)C)c1
  -33% | -2% | -6% | -19% | 1% | 5% | 30% | -3% | 3%
40. Cc1cc(C)n(S(=O)(=O)c2ccc(Cl)cc2)n1
  -8% | 5% | -3% | -5% | -4% | -12% | 10% | 98%[activator] | 6%

Fetched by structure from the list above (6):
Values in the order: G9a inh | APEX1 inh | BAZ2B block | POLH inh | BLM inh | Pol kappa inh | Pol beta inh | Pol iota inh | JMJD2A Tudor
8. COCCOc1cc(NC(=O)c2ccccc2)c(Cl)cc1Cl
  12% | -2% | 0% | -20% | -1% | -2% | -2% | 67%[activator] | 8%
40. Cc1cc(C)n(S(=O)(=O)c2ccc(Cl)cc2)n1
  -8% | 5% | -3% | -5% | -4% | -12% | 10% | 98%[activator] | 6%
25. Cc1cccc(C)c1N(CC(=O)N(C)Cc1ccccc1)S(C)(=O)=O
  9%[0.501 µM] | 49%[activator] | -17% | -18% | -6% | -1% | -1% | 34%[activator] | 6%
21. COC(=O)CCc1c(C)c(C(=O)c2cc(OC)c(OC)c(OC)c2)c2ccccn12
  5%[2.33 µM] | -6% | ? | -9% | 5% | -15% | 5% | 6% | -24%
34. O=S(=O)(N/N=C\c1ccc(-c2ccccc2Cl)o1)c1ccccc1
  7.9µM* | 7% | ? | -16% | -8% | -8% | -1% | -9% | -36%
22. Nn1c(SCC(=O)NCC2CCCO2)nnc1-c1ccc(OC(F)F)cc1 (configuration not stated)
  -28% | 2% | 9% | 0% | . | -3% | . | -23% | -2%

Additional records follow.
Values in the order: G9a inh | APEX1 inh | BAZ2B block | POLH inh | BLM inh | Pol kappa inh | Pol beta inh | Pol iota inh | JMJD2A Tudor
41. Cc1ccc(NC(=O)C2CCN(S(=O)(=O)c3c(C)[nH]c(=O)[nH]c3=O)CC2)cc1
  20%[59 µM] | -1% | -4% | 3% | 2% | -6% | 0% | -15% | -14%
42. CC1(C)Cc2c(sc3c2c(N)nc(=S)n3Cc2ccccc2)CO1
  2% | 0% | 0% | . | -13% | . | -9% | . | .
43. CCC(C)NC(=O)CSc1nc2n[nH]c(C)c2c(=N)n1-c1ccc(C)c(Cl)c1 (configuration not stated)
  -24%[59 µM] | . | -26% | -8% | -1% | -5%[60.1 µM] | -1% | ? | -14%
44. O=C(CCc1cnccn1)NC1CCCc2c1cnn2-c1ccc(F)cc1F (configuration not stated)
  3% | 7% | -1% | -17% | -4% | -4% | -3% | 18% | -8%
45. Cc1ccccc1Nc1nc(NCc2ccco2)c2ccccc2n1
  ? | 15% | ? | -16% | -4% | -7% | 20% | 7% | 56µM*
